Screens: PubChem BioAssay, National Center for Advancing Translational Sciences (NCATS)
D1 potentiator: enhances dopamine response at the human D1 receptor; P21728; HEK293 TREx D1 cells, calcium flux, dopamine EC20 potentiation; potentiation, % at 10 µM; 360,000 tested, 0.036% active; AID 504651; in the data active = potentiation above about 30%; also: 0% is about no effect
RXFP1 agonist: agonists of human relaxin receptor RXFP1 | AID 2676 | Potency, µM (top dose mostly 57.5 µM), inactives show at the highest dose activation, usual class: activators | HEK293T-RXFP1 cAMP TR-FRET, 30 min; response scale: percent of porcine relaxin response, buffer zero | 370,000 tested, 0.3% active | Q9HBX9; also: potency is read from the fitted curve at half-maximal effect; % is scaled to controls: 0 for no effect and ±100 for the full control effect; nearly all actives have a fitted effect of over 60% in size; many of its hits are not listed in these tables
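cAMP rise read by TR-FRET after 30 min, 37C compound exposure (up to 58 uM) in RXFP1-transfected HEK293 cells with Ro 20174 present. EC50 from Hill-equation fits, with 29 nM porcine relaxin as 100% and buffer as basal.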
D1 ag: human D1 receptor agonism; P21728; HEK293 T-REx D1 cells, calcium flux, agonist mode; activation, % at 2 µM; 360,000 tested, 1% active; AID 504660; in the data active = activation above about 30%; also: 0% is about no effect
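Inducible HEK293 T-REx D1 cells, force-coupled to calcium signalling, were plated at 4000 cells/well with tetracycline and held overnight at 30 C. After no-wash calcium dye loading, compound-evoked calcium rise over 180 s flagged agonists.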
D2 PAM: positive allosteric modulators of human D2 dopamine receptor; 340,000 tested, 0.34% active; P14416; potentiation, % at 10 µM; AID 485347; HEK293 T-REx D2, calcium flux, EC20 dopamine potentiation;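 active = potentiation over 3 SD above the plate norm, cut at about 30% in these data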; also: 0% is about no effect
Target sequence (P14416 whole entry, looked up): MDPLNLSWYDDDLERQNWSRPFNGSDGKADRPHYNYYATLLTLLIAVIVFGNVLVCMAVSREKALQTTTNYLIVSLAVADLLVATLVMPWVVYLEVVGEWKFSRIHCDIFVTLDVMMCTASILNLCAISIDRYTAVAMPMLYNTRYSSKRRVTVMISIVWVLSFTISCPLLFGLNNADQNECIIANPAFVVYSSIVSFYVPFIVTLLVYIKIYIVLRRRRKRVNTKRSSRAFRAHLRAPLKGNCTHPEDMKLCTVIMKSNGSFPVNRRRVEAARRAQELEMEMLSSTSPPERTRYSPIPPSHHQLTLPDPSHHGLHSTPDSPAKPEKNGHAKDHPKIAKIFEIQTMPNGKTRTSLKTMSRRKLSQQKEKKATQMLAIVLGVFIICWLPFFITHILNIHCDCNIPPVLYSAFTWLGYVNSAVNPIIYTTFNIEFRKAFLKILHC
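Tetracycline-induced HEK293 T-REx cells force-coupled to calcium signalling expressed D2; compounds were pin-added after a 10 s baseline, read kinetically 180 s, then an EC20 dopamine challenge followed with a further 180 s calcium read.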
Glioma ERSR ind: ER stress response induction in glioma; U87-MG GRP78 promoter luciferase reporter, 16 h; Potency, µM, inactives show at the highest dose activation, usual class: activators; 420,000 tested, 0.02% active; also: potency is read from the fitted curve at half-maximal effect; series mostly up to about 76 µM; % of control where 0% means no effect; nearly all actives have a fitted effect of over 35% in size
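ERSR induction read as luciferase luminescence (Bright-Glo, 10 min at room temperature) in stably transfected human U87-MG glioma cells exposed to compounds for 16 h, using GRP78 as sensor.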
D1 antag: antagonists of human D1 dopamine receptor. P21728. HEK293 TREx D1 cells, calcium flux, dopamine EC80; stronger effect = lower value. activity change, negative = inhibition, % at 10 µM. 360,000 tested, 3.2% active. AID 504652; in the data active = activity change below about -30%; also: % is scaled to controls: 0 for no effect and ±100 for the full control effect
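Allosteric or orthosteric antagonism assessed as attenuation of the calcium response to EC80 dopamine, added 180 s after compound, in induced HEK293 Trex D1 cells loaded with no-wash calcium dye.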
LDHA block: blocks human lactate dehydrogenase A; P00338; AID 1347041; 480,000 tested, 0.15% active; purified LDHA, NADH/diaphorase-resazurin fluorescence; stronger effect = lower value; activity change, % (values are at about 110 or 230 µM); in the data active = activity change below about -30%; inconclusive = mostly about -25% to -30%;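 also: plate controls were DMSO wells for no effect and wells without enzyme for full effect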
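Resorufin fluorescence (ex540/em590), read at 0 and 20 min after diaphorase/resazurin addition, reports the NADH left after a 5 min room-temperature reaction of 2 nM human LDH5 with 0.06 mM NADH and 0.2 mM pyruvate.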
Vif-APOBEC3G blk: inhibitors of Vif-APOBEC3G interaction | HeLa A3G-eYFP + Vif (tagged APOBEC3G with the HIV-1 protein that degrades it), YFP fluorescence, overnight | 410,000 tested, 0.076% active | Q9HC16 | Potency, µM (top dose mostly 46.1 µM), for the others: top-dose activity, negative = active, most hits filed as inhibitors | AID 602310;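 also: potency is read from the fitted curve at half-maximal effect; % is scaled to controls: 0 for no effect and ±100 for the full control effect; nearly all actives have a fitted effect of over 60% in size; hits raise eYFP signal because A3G escapes Vif-driven loss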
Target sequence (Q9HC16 whole entry, looked up): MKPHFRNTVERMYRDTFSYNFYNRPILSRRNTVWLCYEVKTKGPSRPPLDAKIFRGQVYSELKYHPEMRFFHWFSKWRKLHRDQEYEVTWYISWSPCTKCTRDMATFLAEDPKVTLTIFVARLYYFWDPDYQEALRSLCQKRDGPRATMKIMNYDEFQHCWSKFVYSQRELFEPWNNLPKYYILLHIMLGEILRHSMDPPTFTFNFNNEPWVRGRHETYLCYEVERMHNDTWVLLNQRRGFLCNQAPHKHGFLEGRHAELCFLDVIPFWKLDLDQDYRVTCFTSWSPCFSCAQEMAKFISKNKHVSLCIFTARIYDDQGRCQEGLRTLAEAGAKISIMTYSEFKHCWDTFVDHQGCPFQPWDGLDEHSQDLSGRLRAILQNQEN
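HeLa cells stably expressing Vif and C-terminally eYFP-tagged A3G, seeded overnight at 37 deg C, then exposed to compound by pintool overnight at 37 deg C. Rise in yellow fluorescence (Ex 488/Em 500-530, Acumen) marks blocked Vif-driven A3G degradation.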
Vif-A3F inh: Vif-A3F binding inhibition; HeLa A3F-eYFP + Vif (tagged APOBEC3F with the HIV-1 protein that degrades it), YFP fluorescence increase; Potency, µM (series often up to 46.1 µM), inactives show at the top dose activity, negative = active; AID 602313; 390,000 tested, 0.2% active; also: potency is read from the fitted curve at half-maximal effect; % of control where 0% means no effect; nearly all actives have a fitted effect of over 65% in size
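Fluorescence increase (Ex 488/Em 500-530) after overnight compound treatment at 37 deg C flags inhibition of Vif-driven A3F-eYFP loss in stable HeLa A3F-eYFP/Vif cells seeded overnight beforehand.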
Active calls of the source: *; ? = inconclusive; / = no result given; & = joins results of further samples. Unless noted, calls follow the shape of the dose curve; as a rule, active = well fitted curve in the direction sought with a large enough effect; inconclusive = small, poorly fitted or top-dose-only effect, or another doubt; inactive = no such curve, though single readings can be large; an effect the other way counts as inactive or inconclusive. Some of the compounds tested, so the mix of outcomes need not match the whole.

SMILES | D1 potentiator | RXFP1 agonist | D1 ag | D2 PAM | Glioma ERSR ind | D1 antag | LDHA block | Vif-APOBEC3G blk | Vif-A3F inh
COc1ccc(-c2cc(C(=O)N/N=C/c3cccnc3)c3ccccc3n2)cc1 | 3 | 1.3% | 0 | 8 | 8% | -13 | -3 | ? | 3%
Cc1ccc(C(=O)Nc2ccncc2)cc1S(=O)(=O)N1CCCCC1 | / | / | / | / | -2% | / | -7 | 1% | -7%
C#CCOCCOCCOCCNc1nc(N2CCN(C(=O)[C@H](CCCCN)n3cc(C(N)[C@H](C)CC)nn3)CC2)nc(N2CCN(C(=O)[C@H](CCC(=O)O)n3cc(C(N)[C@H](C)CC)nn3)CC2)n1 (some centres undefined) | -1 | 0.9% | 0 | 1 | -7% | -11 | 4 | -1% | 3%
O=C(NCc1ccccc1)c1cccc(NC(=O)c2ccco2)c1 | -3 | -0.2% | 3 | -9 | -2% | 1 | -6 | -6% | 5%
CN(CC(=O)Nc1ccc(F)c(F)c1F)C(=O)C1=COCCO1 | 1 | -1.8% | 0 | -1 | -1% | 0 | -6 | 0% | -3%
CCOc1cc(C2C(C#N)=C(N)Oc3n[nH]c(-c4ccncc4)c32)cc([N+](=O)[O-])c1O (centres undefined) | 1 | 2.2% | 2 | 4 | -8% | 16 | -8 | -13% | 8%
O=[N+]([O-])c1ccc(S(=O)(=O)Nc2nc3ccccc3nc2Nc2ccccc2)cc1 | -7 | -0.3% | 0 | -1 | -2% | 0 | -1 | 0% | 5%
Cn1cccc1C(=O)NC1CCCCCC1 | 0 | 3.2% | 1 | 5 | 0% | -21 | -3 | -2% | -1%
CCc1ccccc1NC(=O)CN1CCN(C(=O)CNC(=O)c2ccc(-c3ccccc3)cc2)CC1 | -4 | 0.6% | 2 | -6 | -4% | 7 | 2 | -9% | 1%
COc1ccc(C)cc1NC(=O)CSc1nnc(-c2ccccn2)n1Cc1ccco1 | -4 | -0.1% | 0 | -28 | -2% | -4 | 1 | 1% | -5%
CC1CC1C(=O)Nc1nc2ccc(S(C)(=O)=O)cc2s1 (centres undefined) | -1 | 0.8% | 2 | -8 | 1% | 6 | 1 | 7% | -4%
CC(=O)O[C@H]1C[C@@H]2CC[C@@H]3[C@H](CC[C@@]4(C)[C@H]3C[C@H]([N+]3(C)CCCCC3)[C@@H]4OC(C)=O)[C@@]2(C)C[C@@H]1[N+]1(C)CCCCC1 | / | / | / | / | 0%&-3% | / | -5 | 2% | -4%
CCOC(=O)COc1ccc(S(=O)(=O)NCCC2=CCCCC2)cc1 | -2 | -0.2% | 14 | 0 | 7% | -15 | 7 | 1% | 1%
CCn1c(SCC(=O)c2ccccc2)nnc1-c1cccc(Cl)c1 | -3 | -1.8% | -1 | -1 | 1% | 4 | -7 | 0% | -6%
Cc1cccc(-n2ncc3c2CCCC3NC(=O)CCN2Cc3ccccc3C2=O)c1C (centres undefined) | 0 | 0.7% | 3 | -2 | 0% | -22 | 1 | 0% | -4%
COc1cccc(C(=O)c2c(-c3ccccc3)ncc3cc(OC)c(OC)cc23)c1 | / | / | / | / | -4% | / | -2 | -3% | 4%
COc1ccc(CN2CCNC(=O)C2CC(=O)N(C)CCC2CCOCC2)cc1OC (centres undefined) | 0 | -0.1% | 5 | / | 1% | -1 | -16 | 0% | -7%
CCNc1ccc(S(=O)(=O)N(C)C)cc1NCC(=O)Nc1c(F)cccc1F | -5 | -0.2% | 2 | 1 | -5% | 2 | 4 | 0% | -4%
COC(=O)Nc1cc(C)n(-c2ccccc2)n1 | 1 | -0.1% | 2 | -1 | -2% | -2 | -8 | 4% | 8%
CCOC(=O)C1CCN(C(=O)c2ccc3c(c2)N=C(CC)c2cc(C)ccc2S3)CC1 | -1 | 1.9% | -1 | 3 | -1% | 0 | 2 | 3% | -6%
CCN(CC)C(=O)c1sc2c(c1C)c(=O)n(-c1ccc(C)c(C)c1)c(=O)n2CC(=O)Nc1ccc(OC)cc1OC | -3 | 1.0% | 0 | -12 | -2% | -23 | -6 | 4% | 3%
CC(C(=O)NC1CCCC1)N1CCN(Cc2ccccc2)CC1 (centres undefined) | 1 | 0.9% | 5 | 4 | -3% | 5 | 7&-7 | 1% | 3%
CCCCCCNC(=O)c1c[nH]c2ccc(S(=O)(=O)N(C)c3ccc(C(C)C)cc3)cc2c1=O | 0 | 3.1% | -2 | 10 | -1% | 20 | 1 | -3% | 2%
C[C@H](NS(=O)(=O)c1ccc2c(c1)OCCCO2)C(=O)N1CCN(c2ccc(F)cc2)CC1 | -6 | -0.8% | 10 | -1 | -7% | 1 | -2 | 4% | 2%
O=C1CC(c2cccs2)Sc2nc3ccccc3n21 (centres undefined) | 7 | -0.8% | -2 | / | 3% | -11 | 0 | -7% | -13%

Part of the list above in order of number of heavy atoms, ascending.
SMILES | D1 potentiator | RXFP1 agonist | D1 ag | D2 PAM | Glioma ERSR ind | D1 antag | LDHA block | Vif-APOBEC3G blk | Vif-A3F inh
CC(C(=O)NC1CCCC1)N1CCN(Cc2ccccc2)CC1 (centres undefined) | 1 | 0.9% | 5 | 4 | -3% | 5 | 7&-7 | 1% | 3%
CCn1c(SCC(=O)c2ccccc2)nnc1-c1cccc(Cl)c1 | -3 | -1.8% | -1 | -1 | 1% | 4 | -7 | 0% | -6%
CCOc1cc(C2C(C#N)=C(N)Oc3n[nH]c(-c4ccncc4)c32)cc([N+](=O)[O-])c1O (centres undefined) | 1 | 2.2% | 2 | 4 | -8% | 16 | -8 | -13% | 8%
C[C@H](NS(=O)(=O)c1ccc2c(c1)OCCCO2)C(=O)N1CCN(c2ccc(F)cc2)CC1 | -6 | -0.8% | 10 | -1 | -7% | 1 | -2 | 4% | 2%

Next section.
SMILES | D1 potentiator | RXFP1 agonist | D1 ag | D2 PAM | Glioma ERSR ind | D1 antag | LDHA block | Vif-APOBEC3G blk | Vif-A3F inh
COc1ccc(NS(=O)(=O)c2cc(NC(=O)CCSc3ccccc3)ccc2OC)cc1 | -7 | 4.4% | 2 | 9 | -3% | -5 | 0 | -3% | 0%
O=C(Cn1c(C(=O)N2CCN(C3CCCCC3)CC2)cc2sccc21)c1ccccc1 | 3 | 0.6% | 3 | -13 | -4% | -14 | 0 | 4% | -3%
CC1CCN(S(=O)(=O)c2ccc3c(c2)N(CC(=O)NCCCN2CCCCC2C)C(=O)CS3)CC1 (centres undefined) | -3&1 | 2.2%&3.9% | 0&-3 | -5&4 | -1%&-1% | 7&-6 | -5&0 | 5%&4% | 0%&-6%
CCOC(=O)c1ccc(S(=O)(=O)N2CCNCC2)cc1 | -3 | -0.3% | 1 | 12 | -2% | 8 | -6 | 1% | -3%
CSc1nc2ccc(NC(=O)c3ccccn3)cc2s1 | -9 | 11% | 1 | -2 | -13% | 5 | -5 | -5% | -3%
O=C(NCc1ccc(Cl)cc1)c1ccc(NC(=O)C2CCCO2)cc1 (centres undefined) | -6 | 1.5% | 2 | 4 | 2% | -26 | -7 | -7% | -16%
COC(=O)[C@H](CCSC)NC(=O)N1CCN(c2cccc(C(F)(F)F)c2)CC1 | -9 | 2.1% | 4 | -21 | -2% | 6 | -3 | -10% | -15%
CCN(CC)CCCN1C(=O)C(O)=C(C(=O)c2sc(C)nc2C)C1c1ccc(C)o1 (centres undefined) | -3 | 1.8% | 3 | -2 | / | 3 | / | / | /
COc1ccccc1NC(=S)N(CCc1nc2cc(C)c(C)cc2[nH]1)Cc1cccnc1 | / | 0.1% | / | / | -4% | / | -10 | -9% | -6%
CNC(=O)NC(=O)C(NC1CCCc2ccccc21)c1ccccc1 (centres undefined) | 11 | -4.1% | -1 | 6 | 1% | -33* | 0 | -5% | -4%
O=C(C1CCCN(S(=O)(=O)c2ccccc2)C1)N1CCN(c2ccccc2)CC1 (centres undefined) | -2 | 0.5% | 3 | -12 | -4% | -3 | -4 | 1% | 6%
CCc1ccccc1NC(=O)c1ccc(=O)n(Cc2ccc(F)cc2)c1 | -5 | 0.1% | 1 | -1 | -4% | 1 | 0 | -2% | 0%
CN1CCN(S(=O)(=O)c2ccc(C(=O)Nc3ccccc3)cc2)CC1 | 0 | -2.3% | 3 | 11 | -3% | 10 | -1 | -1% | -3%
Cc1cccc(C)c1NC(=O)C(c1cccs1)N(Cc1ccco1)C(=O)Cn1nnc2ccccc21 (centres undefined) | 8 | 0.9% | -1 | 35* | -4% | 8 | -12 | 0% | 0%
COc1ccc(S(=O)(=O)NCCSC(C)(C)C)c(Cl)c1Cl | -5 | 1.5% | 5 | 0 | 0% | -1 | 1 | 1% | -5%
O=S1(=O)NC2CCCCCN2c2ccc(F)cc21 (centres undefined) | -1 | 1.6% | 0 | -12 | -5% | 18 | -6 | 2% | -5%
CCC(=O)N1CCc2cc(Br)cc(S(=O)(=O)NCc3cccc(OC)c3)c21 | -1 | 1.2% | 0 | -5 | -2% | -5 | -2 | 1% | 0%
Cc1cc(NC(=O)C2COc3ccccc3O2)no1 (centres undefined) | -2 | 6.0% | 2 | / | 3% | -2 | -12 | 0% | 6%
CNC(=S)Nc1cc(Cl)ccc1Oc1ccccc1 | 1 | 0.4% | 5 | 8 | -6% | -4 | -2 | 0% | -10%
CN(C1CCCCC1)S(=O)(=O)c1ccc(Cl)c(C(=O)O)c1 | 3 | 1.1% | 2 | -9 | -4% | -8 | 1 | 0% | -6%
Cc1ccc(CNS(=O)(=O)/C=C/c2ccc3c(c2)OCO3)cc1 | 6 | -1.1% | 3 | 9 | 1% | -4 | 1 | -2% | -7%
Cc1ccc(Nc2nc(C)cc(C)c2C(N)=O)cc1 | -3 | -0.2% | 1 | -14 | 3% | 1 | -1 | 2% | -18%
Cc1cn([C@H]2C[C@H](O)[C@@H](CCC(=O)NCCc3c[nH]c4ccccc34)O2)c(=O)[nH]c1=O | / | / | / | / | -2% | / | -13 | 3% | 6%
CCc1cccc(NC(=O)CCNS(=O)(=O)c2cc(Br)cnc2N)c1 | -5 | 1.5% | 1 | -11 | -6% | -17 | -4 | -1% | 7%
COc1cccc(OC)c1/C(O)=C(\C#N)c1nc2ccccc2[nH]1 | 3 | 2.3% | 1 | 0 | 0% | 21 | -1 | ? | -15%
